Shn3 inh set2 – reduction of Shn3 3'UTR firefly luciferase signal, primary screen, Schnurri-3 inhibitor project, cell-based, Clone20 osteoblasts, set 2 | Clone20 osteoblast Shn3 3'UTR firefly luciferase, 24 h | inhibition, % at 12.5 µM | hit rate 0.52% among 360,000 | AID 588674, 2011;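 active means mean inhibition of at least 75% with every replicate also reaching 75%; inconclusive means mean inhibition at least 75% but some replicate below; inactive means mean inhibition below 75%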;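 further: 0% = median of neutral control wells and 100% = pilot-screen positive control compound; some compounds past the cut are filed as inactive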
KKLEB cytotox – cytotoxicity in KKLEB CF airway cells, primary screen, cytotoxicity control for CF NF-kB inhibitor project, cell-based, uHTS, fluorescence assay plates. KKLEB CF airway cells viability, ATPlite luminescence, overnight; stronger effect = lower value; cells stimulated with P. aeruginosa culture filtrate. hit rate 0.36% among 360,000. activity change (cytotoxicity), % at 5 µM;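 active means corrected activity change at or below -50% at 5 µM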
HIF-2a inh – HIF-2a reporter inhibitors, primary screen, luminescence, 786-0 RCC cells; 786-0 RCC cells HIF-2a reporter, luciferase luminescence, overnight; inhibition, % at 18.8 µM; hit rate 0.72% among 360,000; AID 624352, 2012;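 active means inhibition of the luminescence signal of 40% or more relative to plate controls, in a single-dose primary screen at 18.75 µM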
TWEAK-Fn14 inh – inhibitors of TWEAK-Fn14 signaling, primary screen, luciferase reporter cells, uHTS. hit rate 2% among 360,000. TWEAK-stimulated Fn14 reporter cells, luciferase luminescence, 8 h. inhibition, % at 10 µM; in the data active means inhibition above about 50%
NR2E3 ag-1 – NR2E3 agonists in two-hybrid cells, primary screen, cell-based, luminescence, CHO-S, Gal4-NCOR/VP16-NR2E3; Photoreceptor-specific nuclear receptor (Homo sapiens), Q9Y5X4; luciferase; inhibition of corepressor binding, % at 3.98 µM; hit rate 0.35% among 360,000; AID 602229, 2012;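 active means inhibition above the mean of all tested compounds plus 3 SD, cut at about 70% in these data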;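 further: 0% = DMSO with NR2E3 transfected cells and 100% = cells lacking NR2E3 construct; higher means lower luciferase signal from less NR2E3 corepressor binding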
Target sequence (Q9Y5X4 whole entry, looked up, the tested form may be a part): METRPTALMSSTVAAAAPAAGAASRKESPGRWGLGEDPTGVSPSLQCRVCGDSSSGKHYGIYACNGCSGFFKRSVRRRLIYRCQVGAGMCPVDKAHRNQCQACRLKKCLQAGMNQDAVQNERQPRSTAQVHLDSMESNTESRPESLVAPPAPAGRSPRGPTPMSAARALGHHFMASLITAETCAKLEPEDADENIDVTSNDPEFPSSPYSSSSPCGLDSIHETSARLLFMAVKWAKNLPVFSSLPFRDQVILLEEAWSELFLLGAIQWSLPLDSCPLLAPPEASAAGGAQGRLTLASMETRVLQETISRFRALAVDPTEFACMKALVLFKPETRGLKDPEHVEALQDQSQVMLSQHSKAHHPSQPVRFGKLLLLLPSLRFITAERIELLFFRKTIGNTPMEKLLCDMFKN
TRPM1 prom inh – inhibitors of MITF-dependent TRPM1 promoter reporter, primary screen, cell-based, SK-MEL-5, single point, luciferase. SK-MEL-5 TRPM1 promoter luciferase, 24 h. inhibition, % at 12.5 µM. hit rate 0.83% among 330,000;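 active means mean inhibition across replicates of 60% or more, whatever share of single replicates reaches that level; inconclusive means some that reach 60%, reason not given; inactive means mean inhibition across replicates below 60%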; further: values of inactives mirror those of a sister screen read the other way
TRAIL sens C8 – viability loss with TRAIL in NB7+C8 cells, primary screen, TRAIL sensitizer project, cell-based, ATPlite luminescence; inhibition (viability loss, TRAIL sensitization), % at 10 µM; hit rate 1% among 360,000; AID 624354, 2012;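 active means compounds causing at least 50% loss of cell viability in the single-dose screen, relative to plate controls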
NR2E3 ag-2 – inhibitors of NR2E3-RetCOR corepressor binding, primary screen, NR2E3 agonist project, biochemical, TR-FRET, GST-NR2E3, biotin-RetCOR. Photoreceptor-specific nuclear receptor (Homo sapiens), Q9Y5X4. 1536-well. inhibition of corepressor binding, % at 4.78 µM. hit rate 0.12% among 320,000. AID 2300, 2010;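 active means percent inhibition above the cutoff of mean plus 3 SD of all tested compounds, set per screening campaign, cut at about 20% in these data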;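 further: 0% = DMSO wells and 100% = biotin wells as full block of FRET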
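Format: 1536-well format; test system: GST-NR2E3 and biotin-RetCOR proteins; read-out basis: percent inhibition of TR-FRET ratio; timing: 5 h incubation at 4 °C; detection: time-resolved FRET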
TROY signal inh – inhibitors of TROY-driven NF-kB signaling, primary screen, Q293 LMP1-TROYcd cells, NF-kB luciferase, uHTS; AID 1347056, 2019; Q293 LMP1-TROYcd NF-kB luciferase reporter, 4 h; hit rate 0.98% among 360,000; inhibition, % at 10 µM;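 active means compounds whose plate-normalised and pattern-corrected inhibition of the luciferase reporter signal at the single screening dose is 50% or more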
Peg3 prom inh – Peg3 promoter-driven luciferase inhibitors, primary screen, cell-based, HeLa, luciferase luminescence; HeLa PEG-Prom luciferase reporter, overnight; AID 588405, 2011; inhibition, % at 20 µM; hit rate 1.7% among 360,000;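 active means inhibition of at least 50% at 20 µM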
CF NFkB inh – inhibitors of PAF-induced NF-kB signaling, primary screen, cell-based, GFP fluorescence, uHTS. KKLEB NF-kB-GFP reporter, GFP fluorescence overnight. inhibition, % at 5 µM. hit rate 0.86% among 360,000. AID 588850, 2011;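 active means at least 50% inhibition at 5 µM, scaled per plate between neutral and stimulator controls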;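 further: PAF is a Pseudomonas aeruginosa culture filtrate used as stimulus; plate controls were PAF-stimulated DMSO wells for no effect and unstimulated DMSO wells for full effect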
Numbers without * were called inactive; ? = inconclusive; nt = no result given.

Screens in order: Shn3 inh set2	KKLEB cytotox	HIF-2a inh	TWEAK-Fn14 inh	NR2E3 ag-1	TRPM1 prom inh	TRAIL sens C8	NR2E3 ag-2	TROY signal inh	Peg3 prom inh	CF NFkB inh
> Cc1cc(=O)oc2cc(OCC(=O)NCCCN3CCCC3=O)ccc12
    -43	7	-1	0	11	-16	12	-3	-5	-5	2
> Cc1onc(-c2ccccc2Cl)c1C(=O)NNC(=O)c1ccc(F)cc1
    -4	-7	-4	19	2	16	-3	2	7	6	-3
> O=C(CCN1CCCCC1)NNC(=O)C12CC3CC(CC(C3)C1)C2
    6	-19	19	9	-8	12	24	1	-3	1	6
> CCC(C)NCCOCCOc1ccc(Cl)c(C)c1C (stereo not drawn)
    -11	-5	18	-2	4	1	13	-3	-7	0	3
> COc1ccc(CCC(=O)N/N=C\c2cccs2)cc1
    11	-1	2	-4	-10	-2	-3	1	-26	22	-8
> COc1cc2[nH]c(C(=O)Nc3ccc4c(c3)OCCO4)cc2c(OC)c1OC
    -26	-1	-43	71*	-10	23	35	0	56*	-69	-9
> COc1ccc(S(=O)(=O)NC(C)C)cc1-n1cnnn1
    -4	6	17	-4	2	-5	-7	2	11	6	6
> CC(C)N(CCNC(=O)c1nn(Cc2ccccc2)c(=O)c2ccccc12)C(C)C
    -16	2	12	2	21	3	6	-1	-3	9	-19
> CC(C)=CCN1CCN(CCCn2cccn2)CC1CCO (stereo not drawn)
    -13	4	20	-31	-6	-9	4	2	11	20	-15
> O=C(Cn1ccsc1=NC(=O)C(F)(F)F)c1ccccc1
    -37	0	-184	-30	-63	-77	12	-2	-5	-179	0
> Cc1ccc(OCc2nc(C#N)c(NCc3ccco3)o2)cc1
    -5	-7	-52	-16	-30	-6	6	1	-11	-25	6
> CN(Cc1ccccc1)C(=O)CCC1CCN(C(=O)CC2=CCCCC2)CC1
    -10	-4	-60	-7	-11	-26	-3	nt	4	-38	-4
> COc1cccc(C2N(c3ccc(Cl)cc3)C(=O)C3CCCN32)c1 (stereo not drawn)
    -2	-16	-22	-4	-23	-6	4	-2	-23	-16	11
> COC(=O)C1=C(N)OC2=C(C(=O)CCC2)C1c1cccs1 (stereo not drawn)
    14	5	-3	23	-21	7	-8	-1	-9	7	-9
> O=C(NCc1ccc(N2CCCC2=O)cc1)c1cccc(Cl)c1
    -1	-2	11	-1	2	16	2	0	-9	7	0
> COc1ccc(OCCCC(=O)N2CCCc3ccccc32)cc1
    12	5	1	26	-30	-1	-6	-1	nt	8	-11
> COc1ccc(N2C(=O)CSC2c2cccs2)cc1 (stereo not drawn)
    26	13	5	3	4	-10	1	-2	-6	8	0
> CCC(C)NC(=O)Cn1ccc2cc(S(=O)(=O)N3CCCCCC3)ccc21 (stereo not drawn)
    20	-25	15	0	8	3	-5	-3	4	-2	-2
> Cc1nc(SCc2nc3c(O)cccc3[nH]2)c2oc3ccccc3c2n1
    11	-3	22	-28	3	7	-10	nt	22	-12	-4
> Cc1nc(N2CCN(S(=O)(=O)c3cccc4nonc34)CC2)c2c3c(sc2n1)CCCC3
    -8	-3	5	20	-1	-1	-9	6	-10	33	10
> O=C1C(c2ccc(F)cc2)N(Cc2ccc3c(c2)OCO3)C(=O)CN1C1CCCC1 (stereo not drawn)
    24	8	8	17	-12	-6	-9	4	6	-3	5
> O=C(NC1=NCCS1)c1ccc(OCC2CCCO2)cc1 (stereo not drawn)
    -41	-3	-70	39	-159	-25	46	1	-16	-114	8
> Cc1ccc(S(=O)(=O)N2CCN(C(=O)COC(=O)Cc3c(F)cccc3Cl)CC2)c(C)c1
    -2	2	7	-2	-3	-15	-3	nt	3	6	-18
> COc1cc(OC)nc(NC2OC(=O)c3ccccc32)n1 (stereo not drawn)
    -17	-1	12	18	-31	2	-12	-3	6	-3	-2
> COc1cc2ccccc2cc1C(=O)Nc1ccc(Br)cn1
    -60	5	-220	-19	-26	-59	39	nt	-59	-197	24
> COc1cccc(OC)c1C(=O)Nc1ccc(S(=O)(=O)N2CCCCC2)cc1
    9	5	16	13	5	9	-1	5	-8	1	-9
> COc1ccc2[nH]c(=O)cc(C(=O)O)c2c1
    0	3	16	-8	33	7	-9	-3	0	-13	5
> O=C(c1cccc(C(F)(F)F)c1)N1CCCC1
    2	9	5	1	10	1	-11	4	-8	0	-15
> Cc1ccccc1-n1c(SCC(=O)NC2CC2)nc2ccccc2c1=O
    3	8	3	14	0	nt	-10	nt	-6	7	2
> COCC(C)n1c(C)cc(C(=O)COC(=O)c2ccc3c(c2)NC(=O)CS3)c1C (stereo not drawn)
    1	2	14	-4	14	5	1	4	-10	-3	-10
> Cc1ccc(NC(=O)c2cc(=O)c3ccccc3o2)cc1S(=O)(=O)N1CCOCC1
    9	-27	-2	15	7	5	19	0	7	27	11
> O=C(Nc1cccc(S(=O)(=O)Nc2ccc(SC(F)F)cc2)c1)C1CCC1
    71	-26	7	15	42	3	24	nt	38	6	3
> CC1(C)CC(=O)C=C(c2ccc(COC(=O)/C=C/c3ccccc3)cc2)C1=O
    -3	-8	-16	8	-2	nt	11	nt	-2	20	-2
> CC(C)(C)c1ccc(C(=O)c2c[nH]c(C(=O)O)c2)cc1
    -2	1	-121	50*	-127	14	12	-1	14	-147	4
> CC(C)[C@H](NC(=O)c1ccccc1)C(=O)OCC(=O)N1CC2(C)CC1CC(C)(C)C2 (stereo partly drawn)
    10	7	22	9	-16	2	28	0	-5	9	-1
> COc1ccc(N2CCN(c3ccc(NC(=O)c4ccc5c(c4)OCO5)cc3C#N)CC2)cc1
    14	11	10	-9	-23	-1	19	4	-30	17	-12
> CCn1c(CN2C(=O)CSc3ccccc32)n[nH]c1=S
    14	-2	21	-5	-3	-12	15	-2	10	17	7
> CN1CCc2c(sc3c2C(=O)NC(c2cn(Cc4ccccc4)c4ccccc24)N3)C1 (stereo not drawn)
    22	-11	7	-4	10	8	19	1	6	31	5
> CCOC(=O)C1CCN(C(=O)c2ccc3c(c2)NC(=O)/C(=C\c2cccc(C)c2)S3)CC1
    37	16	-26	-12	10	-3	3	4	50	-1	-1
> COc1ccc(OC)c(CCNC(=O)c2ccccc2NC(=O)C2=C(C)OCCS2)c1
    -9	8	12	-5	-2	8	-24	1	2	10	22
> Cc1c(NC(=S)NC(=O)c2ccccc2)c(=O)n(-c2ccccc2)n1C
    -19	-4	5	16	3	10	-7	0	-2	-1	4
> CCN1CCN(CCCNC(=O)c2ccc(/C=C3/Oc4ccccc4N(Cc4cccc(C)c4)C3=O)cc2)CC1
    3	-40	4	-124	5	76*	55*	2	9	75*	20
> CC/C(O)=C1\C(=O)CCCC1=NCCc1nc2ccccc2[nH]1
    -10	0	10	3	4	-1	7	0	-16	6	6
> Cc1cc(C(=O)N2CCCC(Nc3ccccc3)C2)c2ccc(F)cc2n1 (stereo not drawn)
    -14	-17	15	-8	-32	-12	2	-2	4	4	-7
> CC(NC(=O)COc1ccccc1)C(=O)N1CCN(c2ccc(F)cc2)CC1 (stereo not drawn)
    4	1	5	5	-21	15	-6	nt	-2	21	-8
> CCSc1nnc(NC(=O)Cc2ccccc2OC)s1
    -8	4	-12	-3	-12	-4	-4	-2	-3	-14	-16
> O=C(Cc1ccccc1)NNS(=O)(=O)c1ccc(F)cc1
    10	-4	5	-20	11	-3	0	-2	-19	-9	-9
> O=C(NCc1ccc(F)cc1Cl)C1CCN(S(=O)(=O)N2CCCCC2)CC1
    6	10	9	2	7	1	-7	0	-3	3	-5
> COc1ccc(N(CC(=O)NCc2ccc3c(c2)OCO3)S(=O)(=O)c2ccc(O)c(C(=O)O)c2)cc1
    -13	-6	7	-13	-3	8	-13	nt	-4	-10	8
> Cc1cc[n+](C(C)C(=O)c2ccc(-c3ccccc3)cc2)cc1 (stereo not drawn)
    24	0	-2	28	-20	?	27	-1	14	9	2
> COc1ccc(/C=C/c2c([N+](=O)[O-])c(=O)n(C)c(=O)n2C)cc1
    -5	-5	17	-15	4	-7	-2	0	1	16	-1
> CCOc1ccc(NC(=O)CSc2nc(N)c(-c3ccccc3)c(=O)[nH]2)cc1
    7	-8	20	-6	-18	-2	-3	3	-9	1	7
> O=C(NC1CCCCC1)C(c1ccc(F)cc1)N(Cc1ccccc1)C(=O)CN1C(=O)c2ccccc2S1(=O)=O (stereo not drawn)
    1	-23	6	-16	12	6	26	-2	-8	68*	8
> CCc1nc2ccc(C(=O)NC3CCN(Cc4ccccc4)CC3)cn2c1N(C)Cc1ccc(N(C)C)cc1
    6	-11	-13	-12	-20	nt	-6	nt	8	-8	2
> CCc1cccc(NS(=O)(=O)c2ccc3c(c2)CCC(=O)N3)c1
    12	10	15	1	-22	-11	-3	-2	8	16	-13
> COc1ccc(NC(=O)CN(C)C(=O)c2ccc(NS(=O)(=O)c3cccc([N+](=O)[O-])c3)cc2)cc1
    13	13	1	-3	-3	9	13	3	2	-15	11
> COc1ccc(NC(=O)CN(C)C(=O)c2cccc(S(=O)(=O)N3CCN(c4ccccc4)CC3)c2)cc1
    46	7	3	20	11	27	16	-2	5	15	-9
> O=C(CSc1nnc(-c2cccnc2)n1-c1ccccc1)Nc1ccccc1
    -2	-9	2	-5	4	6	-14	3	-9	16	15
> Cc1onc(-c2ccccc2Cl)c1C(=O)N(C)C1CCCCC1
    83	-2	3	-18	8	14	8	1	-10	22	-5
> Cc1ccccc1-c1nnc(SCCC(=O)N2CCOCC2)o1
    2	-10	-28	-5	-24	1	-1	3	-19	-28	-8
> O=C(C1CCCCC1)N1CCC2CC1c1cc(-c3ccc4c(c3)OCO4)ccc12 (stereo not drawn)
    53	3	0	7	47	nt	-10	nt	23	-34	-9
> COc1ccc(OC)c(C2C/C(=N/O)C(C)C(c3cc(OC)ccc3OC)N2)c1 (stereo not drawn)
    0	1	22	-24	30	-2	-13	nt	-15	9	0

From PubChem

Not all compounds are listed; count on the stated rates, not on these rows.
